RmlCD inh 1536: blocks M. tuberculosis RmlC and RmlD coupled enzymes; P9WH09+P9WH11; RmlC+RmlD coupled enzyme assay, percent inhibition; primary screen in compound mixtures; inhibition, % at 3.6 µM; hit rate 0.03% among 160,000; AID 1533; in the data active = inhibition mostly above about 34%, no sharp cut-off; also: some results filed as inactive read as strong as hits
Target sequence (P9WH09 whole entry, looked up): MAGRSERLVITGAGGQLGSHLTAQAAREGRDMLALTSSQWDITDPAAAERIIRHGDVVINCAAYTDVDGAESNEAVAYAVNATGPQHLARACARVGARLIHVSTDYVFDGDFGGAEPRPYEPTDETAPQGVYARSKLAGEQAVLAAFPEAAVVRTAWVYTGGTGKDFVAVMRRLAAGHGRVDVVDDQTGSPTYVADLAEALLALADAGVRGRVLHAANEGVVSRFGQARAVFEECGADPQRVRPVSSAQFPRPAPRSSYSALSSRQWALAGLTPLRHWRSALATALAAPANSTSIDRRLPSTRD
Target sequence (P9WH11 whole entry, looked up): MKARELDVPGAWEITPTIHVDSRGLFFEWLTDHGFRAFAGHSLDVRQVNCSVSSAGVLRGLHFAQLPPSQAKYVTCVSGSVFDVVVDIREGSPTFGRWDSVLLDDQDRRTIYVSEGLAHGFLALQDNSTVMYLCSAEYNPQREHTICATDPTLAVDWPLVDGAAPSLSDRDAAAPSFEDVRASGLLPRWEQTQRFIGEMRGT
GlmU inhibition: inhibition of mycobacterial GlmU enzyme – biochemical, glucosamine-1-phosphate acetyltransferase (AID 1376). M. tuberculosis GlmU acetyltransferase enzyme assay; higher % means a stronger effect. inhibition, %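 (tested at 30 µM in the primary screen)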; hits with a dose series show IC50 in µM. hit rate 0.25% among 220,000; in the data active = inhibition above about 13%;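 also: 0% = complete reaction with vehicle and 100% = reaction without substrate; strong numbers were not always called active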
The depositor's hits bear a star; . = not tested or not shown. These rows are one share of the data. The share of hits here may be higher or lower than overall.

SMILES | RmlCD inh 1536 | GlmU inhibition
COC(=O)c1cccc(NC(=O)c2ccc3c(c2)C(=O)N(CC2CCCO2)C3=O)c1 (stereo not drawn) | -13 | 1.2%
CC(=O)c1nn(-c2cccc(Br)c2)cc1C(=O)c1ccccc1 | 6 | 0.3%
COc1cccc(/C=N/NC(=O)c2cc3c(OC)c(OC)ccc3[nH]2)c1OC | . | -1.4%
COC(=O)Nc1ccc(S(=O)(=O)N(CCO)CC(F)(F)C(F)F)cc1 | 6 | -0.2%
COc1ccccc1N1CCN(S(=O)(=O)c2cc(C(F)(F)F)cc(C(F)(F)F)c2)CC1 | -7 | -0.8%
Cc1cc(O)c(NC(=O)c2ccc(Br)o2)cc1C | -6 | 2.8%
CC(C)(SC(=S)N1CCOCC1)C(=O)O | . | 1.1%
CCOc1ccc(Oc2c(C)oc3cc(O)ccc3c2=O)cc1 | . | 0.2%
CC(=O)c1cc(-c2ccccc2)n(CC(=O)NC2CCCC2)c1C | . | 1.0%
O=C(COC(=O)CSc1cc(Cl)ccc1Cl)NCc1ccc2c(c1)OCO2 | -12 | 0.7%
COc1cccc(N=C2SC(C(=O)Nc3ccc(F)cc3)CC(=O)N2C)c1 (stereo not drawn) | . | -0.9%
O=C(NNc1ccc([N+](=O)[O-])cc1)C1CC2CCCC(C1)C2=O (stereo not drawn) | -5 | 2.4%
Cc1cccc(OCC(=O)NNC(=O)CSc2ncc(C#N)c(N)n2)c1 | . | 4.3%
C=CCN1C(=O)CS/C1=N/c1nccs1 | 2 | -1.2%
C=CCOC(=O)C(=O)/C=C/c1c(C)n(C)n(-c2ccccc2)c1=O | . | 2.8%
COc1ccccc1N1CCN(/N=C/C=C/c2ccccc2[N+](=O)[O-])CC1 | -5 | 2.5%
CCN1CCN(CC(=O)c2c(C)n(C)c3ccc(OC)cc23)CC1 | . | 1.9%
O=C(O)CNC(=O)c1ccc2c(c1)OCCO2 | -1 | 0.6%
O=C(CNS(=O)(=O)c1ccc(Cl)cc1)NNC(=O)c1cccnc1 | 9 | 2.0%
Cc1ccccc1-n1c(=O)cc(N2CCc3ccccc32)[nH]c1=O | 5 | 4.3%
Cc1ccccc1OCC(=O)NNC(=O)c1ccc(-c2ccccc2)cc1 | . | 2.7%
Cc1ccc(/C=N/NC(=O)c2cc(-c3cccnc3)nc3ccccc23)cc1 | 3 | 2.0%
COc1cc(NC(=O)c2cc(-c3cccnc3)nc3ccc(C)cc23)c(OC)cc1Cl | 8 | .
CCOC(=O)NC1(C(F)(F)F)NC(=O)N(c2ccc(F)cc2)C1=O (stereo not drawn) | -6 | 4.1%
O=S(=O)(c1ccc(N2CCCC2c2nc3ccccc3s2)nc1)N1CCOCC1 (stereo not drawn) | -3 | 2.9%
COc1ccc(C2/C=C\CN(Cc3ccc(N(C)C)cc3)CC(=O)N2Cc2ccc(F)cc2)cc1 (stereo not drawn) | . | 0.3%
O=C(CC1C(=O)NCCN1Cc1cccc(Oc2ccccc2)c1)NCCCn1cccn1 (stereo not drawn) | 0 | -0.9%
CCN(CC)C(=O)COc1ccc(/C=C(\C#N)S(=O)(=O)c2ccccc2)cc1OC | -11 | 5.0%
CCOC(=O)C1=C(C)NC(=O)C(C#N)C1c1ccco1 (stereo not drawn) | . | -4.8%
CCNC(=S)NNC(=O)c1ccc(=O)n(Cc2ccccc2)c1 | -9 | -0.8%
COc1ccc(CNC(=O)CCCn2c(SCC#N)nc3cc4c(cc3c2=O)OCO4)cc1 | . | 0.1%
O=C(CNC(=O)c1ccccc1)NCC(=O)OCC(=O)c1ccc(F)cc1 | 12 | -4.1%
CCOc1ccc(S(=O)(=O)NCc2ccccc2)cc1C(N)=O | 11 | -7.5%
CCOc1cc(/C=N/NC(=O)C(=O)NCC2CCCO2)ccc1OCC(=O)N1CCOCC1 (stereo not drawn) | . | -1.1%
O=C(NC(=S)Nc1ccccc1N1CCCC1)c1cccs1 | 2 | 1.8%
CC(OC(=O)C1CC(O)CN1S(=O)(=O)c1ccccc1[N+](=O)[O-])C(=O)N1CCCCC1 (stereo not drawn) | 3 | 5.8%
O=C(CSc1nnc(-c2cnccn2)n1Cc1ccco1)c1ccccc1 | 0 | -0.6%
FCCCOc1ccc(-c2nccc(-c3ccc(Br)cc3)n2)cc1 | -1 | -4.4%
CCOC(=O)C(OC(=O)c1sc(=S)n(C)c1C)C(C)=O (stereo not drawn) | -12 | 0.2%
CC(=O)c1cccc(NC(=O)C(OC(=O)c2cccs2)c2ccccc2)c1 (stereo not drawn) | -3 | -4.2%
O=[N+]([O-])C1=C(Nc2cccc3ccccc23)CS(=O)(=O)C1 | 9 | 6.8%
O=C(c1cccs1)[C@@H]1[C@@H]2C(=O)N(Cc3ccc4c(c3)OCO4)C(=O)[C@@H]2C2c3ccccc3C=CN21 (stereo partly drawn) | 37 | .
C=CCOC(=O)C1=C[C@@H](c2csc3ccccc23)C[C@@H](OCCCCO)O1 | . | 2.1%
O=C(CC1NCCNC1=O)Nc1ccc(Oc2ccccc2)cc1 (stereo not drawn) | . | -4.4%
C=C(C)c1cccc(C(C)(C)NC(=O)Nc2ccc(Cl)cn2)c1 | 11 | -5.0%
COc1cccc(S(=O)(=O)NCc2ccc(C(=O)NCC3CCCO3)cc2)c1 (stereo not drawn) | -10 | -0.1%
COc1ccc(OC)c(NC(=O)CSCc2cnn(-c3ccccc3)c2-n2cccc2)c1 | 1 | -4.6%
COc1cc(C(=O)NCc2nnc(SCC(=O)N3CCOCC3)o2)cc(OC)c1OC | -10 | -0.4%
O=C(CSc1nc2ccccc2c(=O)n1-c1ccc(F)cc1F)Nc1ccc(N2CCOCC2)cc1 | . | 0.4%
Cn1nnnc1SCC(=O)Nc1cc(S(=O)(=O)N2CCCC2)ccc1Cl | 5 | 1.3%
Cc1ccc(S(=O)(=O)n2nc(C)c(Br)c2C)c(C)c1C | 2 | -0.9%
CC(=O)c1cnn(-c2nc3c(C)cccc3s2)c1C | . | -5.5%
COc1cc(NS(=O)(=O)c2ccc(NC(=O)/C(=C/c3ccccc3Cl)NC(=O)c3ccccc3)cc2)nc(OC)n1 | -4 | 2.2%
O=C(O)/C=C\C(=O)Nc1ccccc1C(=O)N1CCN(c2ccc(Cl)cc2)CC1 | . | -2.6%
CC(C)Cc1cc(-c2ccco2)c(C#N)c(N)n1 | -3 | -1.4%
C#CCOCCOCCOCCNc1nc(N2CCN(C(=O)[C@H](CCC(=O)O)n3cc(C(N)CO)nn3)CC2)nc(N2CCN(C(=O)[C@H](Cc3cc4ccccc4[nH]3)n3cc(C(N)[C@H](C)CC)nn3)CC2)n1 (stereo partly drawn) | . | -0.7%
CCCCC(=O)Nc1cccc(NC(=S)NC(C)=O)c1 | -3 | 0.6%
Cc1ccc(-c2c(C#N)c(N)n3c(nc4ccccc43)c2C#N)cc1 | -7 | -1.3%
COc1ccc(Cl)cc1NC(=O)[C@@H]1CCCN1C(=O)c1cccs1 | 66 | -7.7%
Cc1cccn2c(CNCCCn3ncc4ccccc43)c(C(=O)N3CCCCC3)nc12 | 7 | 1.6%

The closing 5 compounds of the section above open the next one.
SMILES | RmlCD inh 1536 | GlmU inhibition
C#CCOCCOCCOCCNc1nc(N2CCN(C(=O)[C@H](CCC(=O)O)n3cc(C(N)CO)nn3)CC2)nc(N2CCN(C(=O)[C@H](Cc3cc4ccccc4[nH]3)n3cc(C(N)[C@H](C)CC)nn3)CC2)n1 (stereo partly drawn) | . | -0.7%
CCCCC(=O)Nc1cccc(NC(=S)NC(C)=O)c1 | -3 | 0.6%
Cc1ccc(-c2c(C#N)c(N)n3c(nc4ccccc43)c2C#N)cc1 | -7 | -1.3%
COc1ccc(Cl)cc1NC(=O)[C@@H]1CCCN1C(=O)c1cccs1 | 66 | -7.7%
Cc1cccn2c(CNCCCn3ncc4ccccc43)c(C(=O)N3CCCCC3)nc12 | 7 | 1.6%
CN(C)c1ccc(NS(=O)(=O)c2cc(Cl)ccc2Cl)cc1 | -8 | 2.0%
O=c1c(Cl)c(NCc2ccc(F)cc2Cl)cnn1C12CC3CC(CC(C3)C1)C2 | -5 | -6.6%
CC(C)NC(=O)/C(=C\c1cccc([N+](=O)[O-])c1)NC(=O)c1ccccc1 | -5 | 0.9%
Cc1cccc(C)c1OCc1nc2ccccc2[nH]1 | -16 | 5.6%
CC1CCN(S(=O)(=O)c2ccc(S(=O)(=O)NCc3ccco3)cc2)CC1 | . | 4.3%
CCOC(=O)c1cc(C)n(Cc2ccccc2)c1C | 7 | -0.5%
Cn1c(O)c(C2=NNC(c3ccc(Cl)cc3)C2)c(=O)n(C)c1=O (stereo not drawn) | 8 | -1.4%
Cc1ccc(C(C)C)c(OCCN)c1 | -6 | 0.8%
CC1OC(O[C@H]2CC[C@]3(C)C4C=C[C@]56OC[C@@]7(CC[C@@H](C)[C@H](C)C75)[C@H](O)C[C@@]6(C)[C@]4(C)CC[C@H]3C2(C)C)C(OC2OC(CO)C(O)C(O)C2OC2OCC(O)C(O)C2O)C(O)C1O (stereo partly drawn) | -3 | 4.8%
CCC(C)(C)NC(=O)CN(Cc1ccccc1Cl)C(=O)CCC(=O)Nc1cc(C)ccn1 | -8 | -2.5%
O=C(NC1CC1)C1CCN(C2CCN(C(=O)Cc3ccc4c(c3)OCO4)CC2)CC1 | -1 | -1.5%
CN(C(=O)Cn1nnc(-c2cccnc2)n1)C1CCCCC1 | 7 | -1.5%
Cc1ccccc1CSCc1ccc(C(=O)NCCCN2CCOCC2)o1 | 9 | -2.4%
COc1ccc(S(=O)(=O)N(C)C)cc1NC(=O)COC(=O)CC1CCCC1 | -7 | 4.1%
Cc1ccc2[nH]c(=O)c3cc(C(=O)N(C)Cc4ccco4)sc3c2c1 | 11 | 5.5%
Cc1ccc(C2CC(C(F)F)n3ncc(C(=O)Nc4c(C)nn(Cc5c(F)cccc5Cl)c4C)c3N2)cc1 (stereo not drawn) | . | 3.2%
CC(OC(=O)c1cccs1)C(=O)NCc1ccccc1 (stereo not drawn) | . | 6.8%
C/C(=N\NC(=O)c1ccccc1F)c1ccc2c(c1)Nc1ccccc1S2 | -3 | 0.6%
COc1ccc(NC(=O)c2ccc(OC)cc2)cc1 | -8 | -5.5%
CC(C)(Oc1ccc(Cl)cc1)C(=O)N(Cc1ccccc1)c1ccccn1 | 6 | -2.5%
COc1ccc(C(=O)Nc2cccnc2)cc1OC | -1 | -3.8%
O=C(NCc1ccccc1)C(=O)NCC(c1ccco1)N1CCOCC1 (stereo not drawn) | -3 | -7.3%
Cc1cc(C(=O)NCc2ccc3c(c2)OCO3)c(C)o1 | . | -0.3%
Cc1ccc(C(=O)NCc2nnc(SCC(=O)Nc3sc4c(c3C#N)CCCC4)n2C)cc1 | . | 1.2%
CCC(CC)C(=O)OCC(=O)Nc1cccc([N+](=O)[O-])c1 | 15 | 4.8%
CCCCN=C1NC(=O)C(CC(=O)Nc2ccc(Cl)cc2)S1 (stereo not drawn) | . | -3.4%
COc1ccc([C@@H]2COc3c(ccc4c3C=CC(C)(C)O4)C2)c(OC)c1 | . | 0.0%
CCCCN(C)C(=O)C1CCN(Cc2ccccn2)CC1 | . | 1.3%
CCOC(=O)c1cc(-c2ccccc2)n(CCC(=O)N2CCN(c3ccc(OC)cc3)CC2)c1C | -14 | 2.1%
CC(c1n[nH]c(=S)n1-c1ccccc1)N1CCCCC1 (stereo not drawn) | 3 | -1.8%
COc1ccc(/C=C/C(=O)c2ccc(OC)cc2OC)cc1 | 11 | -1.4%
Clc1ccccc1C1=CC(c2ccco2)n2nnnc2N1 (stereo not drawn) | 5 | 2.6%
Cn1c(=O)[nH]c(=O)c2c1nc(OC(=O)c1ccccc1)n2CC(O)COc1ccccc1 (stereo not drawn) | . | -0.1%
COC(=O)CN(C#N)c1nc(NC(C)C)nc(NC(C)C)n1 | -14 | 1.1%
Cc1cccc(C)c1N1CCN(c2n[nH]c(N)n2)CC1 | 6 | -1.2%
Cn1c2ccccc2n2c(=O)c(Cl)c(-c3ccccc3)c(C#N)c12 | -5 | -3.2%
COc1cc(NC(=O)C2C3C=CC(C3)C2C(=O)O)c(OC)cc1Cl (stereo not drawn) | -2 | 1.6%
COc1ccc(C(=O)Nc2ccc3c(c2)Cc2ccccc2-3)cc1 | . | 4.3%
COc1cccc(C(=O)Nc2cccc(C(=O)NC3=NN(c4c(Cl)cc(Cl)cc4Cl)C(=O)C3)c2)c1 | . | 4.1%
Cc1oc(-c2ccc3c(c2)OCCO3)cc1C(=O)NC(CCC(=O)O)C(=O)O (stereo not drawn) | 6 | 2.7%
COc1cc(NS(=O)(=O)c2ccc(NC(=O)c3ccc(C)o3)cc2)nc(OC)n1 | 24 | 1.8%
CSC1=C(C#N)C(C)C2=C(CC(C)(C)CC2=O)N1 (stereo not drawn) | -7 | 2.4%
COc1ccc(C2CC(c3ccccc3OC(C)=O)=NN2C(C)=O)cc1 (stereo not drawn) | 4 | -0.1%
O=C1/C(=C\c2ccc(Br)o2)Cc2ccccc21 | 6 | 8.4%
Oc1ccc(Nc2ncnc3scc(-c4ccccc4)c23)cc1 | 0 | 1.6%

Some of these compounds in order of SMILES length, low to high:
SMILES | RmlCD inh 1536 | GlmU inhibition
CC(=O)c1nn(-c2cccc(Br)c2)cc1C(=O)c1ccccc1 | 6 | 0.3%
CCC(CC)C(=O)OCC(=O)Nc1cccc([N+](=O)[O-])c1 | 15 | 4.8%
CC(C)(Oc1ccc(Cl)cc1)C(=O)N(Cc1ccccc1)c1ccccn1 | 6 | -2.5%
COc1cccc(/C=N/NC(=O)c2cc3c(OC)c(OC)ccc3[nH]2)c1OC | . | -1.4%
Cc1ccc(C(=O)NCc2nnc(SCC(=O)Nc3sc4c(c3C#N)CCCC4)n2C)cc1 | . | 1.2%
Cc1ccc(C2CC(C(F)F)n3ncc(C(=O)Nc4c(C)nn(Cc5c(F)cccc5Cl)c4C)c3N2)cc1 (stereo not drawn) | . | 3.2%

Assay outcomes: PubChem, several laboratories
